Screens from PubChem BioAssay.
N370S GC – qHTS Assay for Inhibitors and Activators of N370S glucocerebrosidase as a Potential Chaperone Treatment of Gaucher Disease | Lysosomal acid glucosylceramidase (Homo sapiens), P04062 | Potency, µM (titrated, usually from 59.4 µM), without a hit: at the highest dose activity change, negative = inhibition, usual class: inhibitors | 330,000 compounds, 0.092% hits | N370S GC spleen homogenate, 4MU-glucoside fluorescence | AID 2101, 2009;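 further: 0% = full enzyme activity and -100% = no enzyme basal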
TDP1 block – qHTS Assay for Inhibitors of Tyrosyl-DNA Phosphodiesterase (TDP1); 350,000 compounds, 0.28% hits; AID 485290, 2010; Potency, µM (titrated, usually from 130 µM), for the others: top-dose activity change, negative = inhibition, most hits filed as inhibitors; recombinant TDP1, AlphaScreen DNA substrate cleavage; Tyrosyl-DNA phosphodiesterase 1 (Homo sapiens), Q9NUW8; further: nearly all actives have a fitted effect of over 40% in size
Target sequence (Q9NUW8 whole entry, looked up): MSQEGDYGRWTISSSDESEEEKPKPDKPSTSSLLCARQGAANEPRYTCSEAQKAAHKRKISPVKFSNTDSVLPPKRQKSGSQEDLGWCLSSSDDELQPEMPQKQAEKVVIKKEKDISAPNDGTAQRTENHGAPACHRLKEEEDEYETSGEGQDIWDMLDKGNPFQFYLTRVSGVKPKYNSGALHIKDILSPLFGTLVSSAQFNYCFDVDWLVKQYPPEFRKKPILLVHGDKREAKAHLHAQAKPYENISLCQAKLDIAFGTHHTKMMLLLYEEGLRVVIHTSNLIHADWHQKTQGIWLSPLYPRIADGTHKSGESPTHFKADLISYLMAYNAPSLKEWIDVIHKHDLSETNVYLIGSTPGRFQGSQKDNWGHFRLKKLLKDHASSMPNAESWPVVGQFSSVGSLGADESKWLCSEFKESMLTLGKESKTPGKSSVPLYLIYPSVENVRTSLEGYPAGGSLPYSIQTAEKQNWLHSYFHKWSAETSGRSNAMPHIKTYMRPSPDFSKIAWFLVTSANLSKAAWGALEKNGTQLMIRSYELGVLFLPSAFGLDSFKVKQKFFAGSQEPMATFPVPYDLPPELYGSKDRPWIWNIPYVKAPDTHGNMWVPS
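Signal: AlphaScreen proximity between streptavidin donor and anti-FITC acceptor beads on intact substrate. Reaction: Tdp1 1 nM, substrate 15 nM final, 5 min RT after 15 min compound preincubation.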
DT40 TDP1 no CPT – qHTS for Inhibitors of human tyrosyl-DNA phosphodiesterase 1 (TDP1): qHTS in cells in absence of CPT; DT40 Tdp1-/- hTDP1 cells, no CPT, ATP luminescence, 48 h; AID 686978, 2013; Potency, µM (top dose mostly 46.2 µM), for inactives: at the highest dose activity change, negative = growth inhibition, usual class: inhibitors; 420,000 compounds, 15% hits; further: nearly all actives have a fitted effect of over 55% in size
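Compound effects on proliferation are scored in DT40 Tdp1-/-;hTDP1 cells in the absence of CPT. ATP levels (CellTiter-Glo luminescence) are recorded after a ≥48 hr, 37 °C incubation.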
Active calls of the source: *; ? = inconclusive; · = no result given; & = joins results of further samples; [ ] = remark or other dose. The call rests on the fitted dose curve; in most records, active means well fitted curve in the direction sought with a large enough effect; inconclusive means small, poorly fitted or top-dose-only effect, or another doubt; inactive means no such curve, though single readings can be large; an effect the other way counts as inactive or inconclusive. Unless noted, on the % scale 0 is the no-effect control and ±100 the full control effect; potency means the concentration at half of the fitted maximal effect. Not all compounds are listed; rates above refer to the full screens.

molecule,N370S GC,TDP1 block,DT40 TDP1 no CPT
COc1ccc(S(=O)(=O)NCC(c2ccco2)S(=O)(=O)c2cccs2)cc1C (configuration not stated),·,5%,?
CC(=O)Nc1cccc(C(=O)N(CCc2ccccc2)Cc2ccccc2)c1,-2%,-9%,?
O=C(N[C@H]1C/C=C\C[C@@H](CC(=O)N(CCO)Cc2ccccc2)C(=O)NC[C@H](c2ccccc2)OC1=O)OCC1c2ccccc2-c2ccccc21,·,-3%,4.1µM*
CCCCN=C(N)N=C(N)N,·,4%,?
COc1ccc2sc(N(CCCN(C)C)C(=O)c3ccc(S(=O)(=O)N(C)Cc4ccccc4)cc3)nc2c1,?,·,15µM*
Cc1c(N=C(N)/N=C(\N)Nc2ccccc2)c(=O)n(-c2ccccc2)n1C,-5%,3%,2%
O=C(COC(=O)CNC(=O)c1ccccc1F)Nc1cccnc1Cl,2%,8%,1%
CC(=O)Nc1cccc(NC(=O)CSc2nnc(Cc3cccn3C)n2CCc2ccccc2)c1,-8%,7%,-16%
CC(C)(C)C(=O)N1CCN(C(=O)c2ccco2)CC1,-13%,5%,-8%
O=S(=O)(NC1CC1)c1cccc(S(=O)(=O)N2CCCC2)c1,-6%,4%,0%
CCn1cc(C(=O)OCc2cccc(Br)c2)c(=O)c2ccc(C)nc21,16%,6%,?
COc1ccc(NC(=O)[C@@H](NC(N)=O)C(C)C)cc1Cl,-1%,3%,-7%
CCCCc1cc2c(cn1)=C(OC(=O)c1ccco1)C(C)(OC(=O)CC)C(=O)C=2 (configuration not stated),4%[12.8 µM],14%[12.3 µM],·
CCOC(=O)N1CCN(S(=O)(=O)c2cc(Br)cc3c2N(C(=O)C2CC2)CC3)CC1,10%,-3%,?
Cn1c(CCNC(=O)c2ccccc2)nc2cc(NC(=O)C3CCCCC3)ccc21,3%,1%,?
Cc1ccc(-n2ncc(C(=O)Nc3c(Cl)cccc3Cl)c2C2CCNCC2)cc1,·,-3%,?
Cc1ccc(C)c(S(=O)(=O)N2CCN(c3ncnc4sccc34)CC2)c1,·,0%,3.7µM*
COc1ccc(S(=O)(=O)N2CCC(C(=O)Nc3ccccc3C)CC2)c2cccnc12,2%,8%,-20%
Cc1ccc(-c2nc(CS(=O)CC(=O)NC3CC3)c(C)o2)cc1 (configuration not stated),1%,1%,-13%
Cc1cc(SCC(=O)Nc2ccc(O)cc2)n2nc(C)c(-c3ccccc3)c2n1,-17%,2%,?
NNC(=O)Cn1c(-c2ccccc2)cc2ccccc21,0%,·,?
O=[N+]([O-])c1ccc(Cl)c(CN2CCC(O)CC2)c1,-15%,-3%,-12%
O=S(=O)(c1ccc(OC(F)(F)F)cc1)N1CCC(c2nnnn2-c2ccc(F)cc2)CC1,·,2%,-2%
COc1cc(NC(=O)Cn2cnc(S(=O)(=O)N3CCCCC3)c2)cc(OC)c1OC,6%,5%,21%
CN(C)S(=O)(=O)c1ccc(C(=O)Nc2nc(-c3ccccc3)c(C(=O)c3ccccc3)s2)cc1,13%,3%,?
COC(=O)c1ccc(C(=O)OC)c(NC(=O)COC(=O)c2ccc(OC)c(OC)c2OC)c1,3%,3%,-14%
Cc1cccc(C)c1N(CC(O)Cn1c2ccccc2c2ccccc21)S(C)(=O)=O (configuration not stated),-10%,1%,?
Cc1ccc(C(=O)NCCNC(=O)c2ccc(F)cc2)cn1,-1%,-6%,-2%
CCN(CCCNC(=O)C1CCCN(S(=O)(=O)CC)C1)c1cccc(C)c1 (configuration not stated),?,4%,15µM*
COc1ccccc1-c1ccc(SCC(=O)N2CCOCC2)nn1,-2%,2%,8%
CC(C)OC(=O)c1cccc(NC(=O)c2ccccc2)c1,21%,-2%,13µM*
CCOc1ccc(NC(=O)CSc2nccn2Cc2ccco2)cc1,16%,5%&8%,?
CC(=O)CC1OC(=O)C(Br)=C1NCc1ccccc1 (configuration not stated),1%,0%,1.5µM*
O=C(O)CC1(CC(=O)Nc2ccc3ccccc3n2)CCCCC1,10%,·,1%
O=C(O)C1Cc2c([nH]c3ccccc23)C(c2ccc3c(c2)OCO3)N1 (configuration not stated),2%,5%,-12%
Cc1ccc(CS(=O)(=O)CC(C)(O)c2ccc(Cl)cc2)cc1 (configuration not stated),-8%,·,-4%
CCOC(=O)CN1C(=O)C(Sc2n[nH]c(-c3ccc(O)cc3)n2)CCc2ccccc21 (configuration not stated),?,6%,?
CCOC1OC(=O)C(Cl)=C1Nc1cc(C)ccc1C (configuration not stated),-5%,5%,-17%
COC(=O)c1ccccc1NC(=O)C(=O)NCC1CCCO1 (configuration not stated),-5%,-3%,?
COc1ccc(Br)cc1CN(C)CC(=O)Nc1cccc(S(N)(=O)=O)c1,-2%,2%,-28%
O=C1C(=O)N(CCO)C(c2ccc(Br)cc2)/C1=C(\O)c1ccccc1 (configuration not stated),-8%,3%,1%
COC(=O)c1ccccc1NC(=O)Cn1c(=O)n(-c2ccc(C)cc2)c(=O)c2ccccc21,·,-2%,0.92µM*
COc1ccc(OC)c(CNC(=O)c2cc3ccc4cccnc4c3[nH]2)c1,·,7%,26µM*
CCc1nnc(NC(=O)CCC(=O)NC2CCCCCCC2)s1,-6%,5%,2%
O=C(N/N=C/c1ccc(F)cc1)c1cc(-c2ccco2)nc2ccccc12,-21%,·,13µM*
Cc1ccc(S(=O)(=O)N2CCCCC2C(=O)NCc2ccco2)cc1 (configuration not stated),5%,1%,?
COc1cccc(-n2nnc3c(=O)n(CC(=O)N4CCC(Cc5ccccc5)CC4)cnc32)c1,2%,-5%,?
Cc1ccc(S(=O)(=O)NCCc2cc3ccc(C)cc3[nH]c2=O)cc1,-5%,·,-26%
Cc1cccc(C)c1NC(=O)c1cccc(COc2cc(Cl)ccc2Cl)c1,3%,-2%,?
Cc1ccccc1OCCn1cc(/C=C(\C#N)C(=O)NCc2ccco2)c2ccccc21,-1%,0%,-26%

Next part
molecule,N370S GC,TDP1 block,DT40 TDP1 no CPT
COc1cc(N)c(Cl)cc1C(=O)OCC(=O)N1c2ccccc2NC(=O)C1(C)C,·,-1%,?
O=C(CSc1nnc(-c2cccnc2)n1-c1ccccc1)N1CCN(c2ccc(F)cc2)CC1,20%,6%,21µM*
Cc1ccc(NC(=O)CCC(=O)OC(C(=O)c2ccc(C)c(C)c2)c2ccccc2)c(C)c1 (configuration not stated),9%,6%,-14%
CCNC(=O)CC1SC(=Nc2ccc(C)cc2)NC1=O (configuration not stated),3%,3%,0%
O=C(Nc1cccc(Br)c1)c1cccc(OC(=S)N2CCOCC2)c1,-12%,-2%,?
CCOC(=O)N1CCN(C(=O)CN(c2cccc(C)c2)S(=O)(=O)c2ccccc2)CC1,6%,5%,-14%
O=C(O)c1cc(C(F)(F)F)nc2ccccc12,-3%&9%,4%&-1%,-5%
Cc1ccc(C)c(OCCn2c(=O)c3c(ncn3C3CCCC3)n(Cc3ccccc3)c2=O)c1,14%,3%,?
CCOc1ccc(-c2nnc3ccc(SCC(=O)Nc4cc(C)on4)nn23)cc1,26%,-2%,-13%
CCC(C)(C)c1ccc(OCCCC[n+]2cccc(C)c2)c(C(C)(C)CC)c1,?,7%,0.92µM*
Cc1cc(C)c(S(=O)(=O)N2CCCOC2CNC(=O)C(=O)NCc2cccs2)c(C)c1 (configuration not stated),25%,3%,-24%
Cc1ccc(NC(=S)NC2CCN(Cc3ccccc3)CC2)cc1,-10%,0%,?
COC(=O)COc1cc(=O)oc2ccc(NS(=O)(=O)c3ccccc3)cc12,-20%,·,3%
CC(C)CNC(=O)c1oc2ccccc2c1COc1ccccc1,9%,-3%,?
CCOC(=O)c1sc(NC(=O)C2CSC3(C)CCC(=O)N23)nc1C (configuration not stated),·,0%,-3%
Cc1ccc(NC(=O)c2ccc3c(c2)OCCO3)nc1,-11%,·,?
Cc1onc(-c2ccccc2)c1CNS(=O)(=O)c1ccc(F)cc1F,-5%,3%,-16%
O=C1c2ccsc2SCCN1Cc1c(Cl)cccc1Cl,4%,7%,-17%
COc1ccc(Nc2c(-c3ccc(C)o3)nc3ccccn23)cc1,·,9%,?
[O-][n+]1c(/C=C/c2ccccc2)ccc2ccccc21,5%,·,16µM*
Cc1ccc(NC(=O)c2c(C(=O)Nc3ccccc3)sc3nc(C)cc(=O)n23)c(C)c1,·,0%,?
CCNc1oc(/C=C/c2ccc(OCC)cc2)nc1C#N,?,·,8.2µM*
CC(C)S(=O)(=O)c1oc(-c2ccc(F)cc2)nc1S(=O)(=O)c1ccc(F)cc1,·,4%,0.33µM*
COc1ccc([N+](=O)[O-])cc1NC(c1nnc(-c2ccccc2)o1)c1ccccc1F (configuration not stated),·,3%,10%
Cc1ccc(NC(=O)CSc2nnc(N)s2)cc1S(=O)(=O)N1CCOCC1,-22%,0%,2%
Cc1cccnc1CN1CCN(C(=O)c2cc(COc3ccc4ncccc4c3)on2)CC1,-2%,3%,7.3µM*
CCc1cc(=O)oc2cc(C)cc(OC(C)C(=O)NCCCn3ccnc3)c12 (configuration not stated),-7%,7%,24%
O=C(Cn1nc(C(F)F)cc1C1CC1)NCCC1=CCCCC1,7%,7%,-23%
CC(C)(C)OC(=O)CNC(=O)c1nc[nH]c1C(=O)N1CCN(c2ccccc2)CC1,6%,·,-12%
COc1ccc(-n2cc3c(c2-c2cccc(Br)c2)c(=O)n(C)c(=O)n3C)cc1OC,·,-3%,13µM*
O=C(COC(=O)c1ccc(S(=O)(=O)N2CCCCCC2)cc1)NCc1ccc(F)cc1,3%,-2%,-19%
O=C(CSc1nc2ncc(Cl)cc2[nH]1)N(Cc1ccccc1)C1CCS(=O)(=O)C1 (configuration not stated),-20%,0%,-16%
CCOC(=O)CSc1nc2ccccc2c(=O)n1CCc1ccc(OC)c(OC)c1,·,-1%,12µM*
CC1c2[nH]c3ccccc3c2C[C@H]2C(=O)N(CCO)CC(=O)N12 (some centres not stated),-11%,·,3%
CCOc1ccc(NC(=O)c2cccc(OC(=S)N3CCOCC3)c2)cc1,2%,-1%,?
CCOc1ccc(/C=N/n2cc(-c3ccccc3)[nH]c2=S)cc1,29%,5%,5.2µM*
O=C(NC1CCCCC1)c1cccnc1Sc1ccccc1Cl,-20%,15%,0%
O=C(Nc1cccnc1)Nc1ccccn1,-1%,2%,10%
Cc1c(C(=O)O)sc2nc(CSc3ncc(C(F)(F)F)cc3Cl)[nH]c(=O)c12,13%,·,6%
NC(=O)c1ccc(SCC(=O)OCC(=O)N2CCN(C(=O)c3ccco3)CC2)c([N+](=O)[O-])c1,-1%,·,15%
COc1ccc(C)cc1NC(=O)C1CCN(S(C)(=O)=O)CC1,-1%,·,5%
Cc1c(C(=O)NCc2ccccc2)sc2nc3n(c(=O)c12)CCC3,·,6%,-8%
COc1ccc(Nc2cc3n(c(=O)n2)CCc2cc(OC)c(OC)cc2-3)c(C)c1,-2%,·,15µM*
